14-3-3g Raf: modulators of human 14-3-3 gamma - Raf peptide interaction. P61981. FP, 14-3-3gamma / TMR-pS259-Raf peptide binding. inhibition, % at 40 µM. 160,000 compounds, 0.19% hits; in the data active means inhibition above about 30%;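 further: 0% = protein plus tracer without compound and 100% = blank with tracer alone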
Target sequence (P61981 whole entry, looked up): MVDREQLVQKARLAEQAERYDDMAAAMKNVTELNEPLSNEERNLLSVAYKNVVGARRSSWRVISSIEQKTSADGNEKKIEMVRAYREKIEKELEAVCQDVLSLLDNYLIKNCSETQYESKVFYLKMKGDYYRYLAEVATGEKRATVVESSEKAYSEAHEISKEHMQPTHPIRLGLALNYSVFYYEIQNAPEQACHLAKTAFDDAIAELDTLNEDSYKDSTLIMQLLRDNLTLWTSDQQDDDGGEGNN
Starred values were filed as active, the others as inactive; & = joins results of further samples. Some of the compounds tested, so the mix of outcomes need not match the whole.

SMILES	14-3-3g Raf
O=C(NS(=O)(=O)c1ccc(Cl)cc1)c1ccccc1	-11
CC1CC(=O)N(c2ccc(NCc3cccnc3)c([N+](=O)[O-])c2)C1=O (stereo unspecified)	-3
COc1cc(CNc2ccc(F)cc2)cc(OC)c1OC	-9
O=C(Nc1ccc(Oc2ccccc2)cc1)C1CCCN(c2ncccn2)C1 (stereo unspecified)	8
O=C1c2cc([N+](=O)[O-])cc3cc([N+](=O)[O-])cc(c23)C(=O)N1c1ccccc1Cl	-318
COc1ccccc1CNC(=O)C1CCC(CNS(=O)(=O)c2ccc(C)cc2)CC1 (stereo unspecified)	-1
Cc1cccc(N(C)S(=O)(=O)c2cc(Br)cc3c2N(C(=O)C2CC2)CC3)c1	-7
CCn1c(/N=C/c2c[nH]c3ccccc23)nc2ccccc21	-5
CN(CCc1ccccn1)S(=O)(=O)c1ccc2c3c(cccc13)C(=O)N2	-12
C=C(C)CC(Nc1ccc(OC)cc1)c1ccco1 (stereo unspecified)	-4
Cc1cc(NC(=O)c2noc3c2CCc2ccccc2-3)no1	-6&-6
Cc1cc(C)c2cc(C#N)c(SCC(=O)NCc3ccco3)nc2c1	-28
CCc1ccc(NC(=O)c2ccc(F)c(S(=O)(=O)N3CCCCCC3)c2)cc1	-3
CC12CCC(C(=O)NCc3ccc4c(c3)OCO4)(OC1=O)C2(C)C (stereo unspecified)	-1
COc1ccc(C2CC(=O)C=C(Nc3cc(C)ccc3O)C2)cc1 (stereo unspecified)	-4
Cc1ccc2c(c1)nnn2C1CCN(CC(=O)N2CCN(c3ccc(F)cc3)CC2)CC1	2
CN1C(=O)N(c2cccc3ccccc23)C(n2cncn2)C1(C)C (stereo unspecified)	-3
CN(CC(=O)N1CCN(C2CCCC2)CC1)S(=O)(=O)c1cccc2nsnc12	-5
O=C(c1cccnc1Cl)N1CCN(CC=Cc2ccccc2)CC1	-9
N#C/C(C(=O)NCc1ccco1)=C1/SC(Cc2ccc(F)cc2)C(=O)N1c1ccccc1 (stereo unspecified)	-4
CC(C)=C1C2C=CC1C1C(=O)N(c3ccc(Cl)cc3[N+](=O)[O-])C(=O)C21 (stereo unspecified)	-6
C(=Cc1ncccn1)c1ccccc1	-4
CC(C)OC(=O)c1c(NC(=O)CSc2ncccn2)sc2c1CCCC2	-8
Cc1nnc(SCc2cnc(-c3ccc(C(C)C)cc3)s2)n1C	-7
CCOc1cc(C2NC(=O)NC(O)(C(F)(F)F)C2C(=O)c2cccs2)ccc1O (stereo unspecified)	9

Exported with bars between the fields: 3 of the compounds above
smiles | 14-3-3g Raf
N#C/C(C(=O)NCc1ccco1)=C1/SC(Cc2ccc(F)cc2)C(=O)N1c1ccccc1 (stereo unspecified) | -4
Cc1nnc(SCc2cnc(-c3ccc(C(C)C)cc3)s2)n1C | -7
CC(C)OC(=O)c1c(NC(=O)CSc2ncccn2)sc2c1CCCC2 | -8

6 successive entries out of the list so far:
SMILES	14-3-3g Raf
O=C1c2cc([N+](=O)[O-])cc3cc([N+](=O)[O-])cc(c23)C(=O)N1c1ccccc1Cl	-318
COc1ccccc1CNC(=O)C1CCC(CNS(=O)(=O)c2ccc(C)cc2)CC1 (stereo unspecified)	-1
Cc1cccc(N(C)S(=O)(=O)c2cc(Br)cc3c2N(C(=O)C2CC2)CC3)c1	-7
CCn1c(/N=C/c2c[nH]c3ccccc23)nc2ccccc21	-5
CN(CCc1ccccn1)S(=O)(=O)c1ccc2c3c(cccc13)C(=O)N2	-12
C=C(C)CC(Nc1ccc(OC)cc1)c1ccco1 (stereo unspecified)	-4

(next part)
SMILES	14-3-3g Raf
CC(=O)NCCC(=O)Nc1ccc(C)c(F)c1	0
O=C1COc2cccnc2N1	5
C#CCOc1c(I)cc(C2C3=C(CC(C)(C)CC3=O)OC3=C2C(=O)CC(C)(C)C3)cc1OC	1
COc1ccc(N2CCN(CC(=O)Nc3c(C)cc(C)cc3C)CC2)cc1	1
CCCSc1nc2c([nH]c3ccccc32)c(=O)n1-c1ccc([N+](=O)[O-])cc1	-4
COc1cc(NC(=O)c2cc3nc(-c4ccco4)cc(C(F)(F)Cl)n3n2)cc([N+](=O)[O-])c1	-6
O=C(O)c1cccc(CSc2ncccn2)c1	-6
CCCc1ccc(OCCNC(=O)CC)cc1	0
Cc1ccc(-c2ccccc2)n1-c1ccccc1C(=O)O	-14
COc1cccc2sc(=NC(=O)c3ccc(S(=O)(=O)N4CC(C)OC(C)C4)cc3)n(C)c12 (stereo unspecified)	-8
CCc1nnc(NC(=O)CSc2nnc3ncccn23)s1	-2
O=C(O)c1cccc(NS(=O)(=O)c2ccc(Cl)c(C(=O)O)c2)c1	3
O=C(Nc1c2c(nn1-c1ccc(F)cc1)CSC2)c1ccc(Br)cc1	-1
COc1cccc(CNS(=O)(=O)c2ccc3[nH]c(=O)c(=O)[nH]c3c2)c1	3
Cc1cccc(NC2OC(=O)c3ccccc32)c1C (stereo unspecified)	3
COc1ccc(OC)c(C2C(=O)N(C3CCC(C)CC3)CC(=O)N2CCC2=CCCCC2)c1 (stereo unspecified)	3
O=C(c1cccc(Br)c1)N1N=C(C(F)(F)F)CC1(O)c1cccnc1 (stereo unspecified)	0
COc1ccccc1NC(=O)c1sc2nc(C)c(C(=O)Nc3ccc(C)cc3C)c(-c3cccs3)c2c1N	-6
CCOc1ccc(-c2cc(C(=O)NCCN3CCCCC3C)c3ccccc3n2)cc1 (stereo unspecified)	-4
COC(=O)C1C2C=CC3(CN(c4ccccc4C)C(=O)C13)O2 (stereo unspecified)	-2
COc1ccc(S(=O)(=O)Nc2cc(C(=O)NCCC(C)C)ccc2N2CCOCC2)cc1	-3
COc1ccc2cc3cc(C(=O)Nc4ccc(Oc5ccccc5)cc4)oc3nc2c1	-42
C=CCn1c(CCNC(=O)CCC)nc2ccccc21	4
CCOc1ccc(S(=O)(=O)Nc2cccnc2)cc1	13
COc1ccc(-c2cn3ccc4ccccc4c3n2)cc1OC	-6

In the list so far, 2 have a CF3 group.
SMILES	14-3-3g Raf
CCOc1cc(C2NC(=O)NC(O)(C(F)(F)F)C2C(=O)c2cccs2)ccc1O (stereo unspecified)	9
O=C(c1cccc(Br)c1)N1N=C(C(F)(F)F)CC1(O)c1cccnc1 (stereo unspecified)	0

2 compounds drawn at random from those above, as already listed:
SMILES	14-3-3g Raf
CCOc1ccc(S(=O)(=O)Nc2cccnc2)cc1	13
Cc1ccc2c(c1)nnn2C1CCN(CC(=O)N2CCN(c3ccc(F)cc3)CC2)CC1	2

(more compounds)
SMILES	14-3-3g Raf
Cc1nn(-c2ccccc2)c2sc(C(=O)NCC(=O)c3ccccc3)cc12	-5
O=C(O)c1cc(-c2ccncc2)nc2ccc(F)cc12	2
O=C(CCCCCn1c(=O)[nH]c2ccccc2c1=O)NCc1ccc(Cl)cc1	-4
COc1ccc(C2C3=C(CC(C)(C)CC3=O)OC3=C2C(=O)CC(C)(C)C3)cc1CSc1nc2ccccc2o1	-15
CC1=C(C(=O)Nc2ccc(F)cc2)C(c2cccs2)C2=C(CC(c3ccccc3)CC2=O)N1 (stereo unspecified)	-8
COc1cc2c(cc1NC(=O)Nc1cc3oc4ccccc4c3cc1OC)oc1ccccc12	-4
COC(=O)c1cc(C(=O)NCCc2ccc(S(N)(=O)=O)cc2)cc([N+](=O)[O-])c1	8
CSC(=O)NC12CC3CC(CC(C)(C3)C1)C2	0
c1ccc2c(c1)CCN(c1nc3ccccc3n3cnnc13)C2	2
CCc1cccc(CC)c1NS(=O)(=O)c1ccc2[nH]c(=O)c(=O)[nH]c2c1	-2
COC(=O)C1=CN(CC23CC4CC(CC(C4)C2)C3)C=C(C(=O)OC)C1c1ccc2c(c1)OCO2	-4
COc1ccccc1C(=O)Nc1c2c(nc3c1CCC3)CCCC2	3
Cn1c2ccccc2c2cc(C3Nc4ccccc4C(=O)N3c3ccc(F)cc3)ccc21 (stereo unspecified)	-9
CCCCn1c(=S)[nH]c2c(oc3ccc(Cl)cc32)c1=O	0&2
O=C(COC(=O)c1cccs1)NCc1ccc2c(c1)OCO2	-5
CC1=C(C(=O)OC2CCCCC2)C(c2cccc(Br)c2)C2=C(CC(C)(C)CC2=O)N1 (stereo unspecified)	-19
CC(C)c1ccc(NC(=O)C2C3C=CC4(O3)C2C(=O)N(Cc2cccnc2)C4C(=O)NC2CCCCC2)cc1 (stereo unspecified)	-4
COc1ccc(-c2cc(C(F)(F)F)n3nc(C(=O)N4CCN(C)CC4)cc3n2)cc1OC	-1
Cc1sc(NC(=O)c2ccccc2)c(C(=O)N2CCN(C)CC2)c1C	-6
COc1cccc(OC)c1C(=O)N1CCN(Cc2ccc3c(c2)OCO3)CC1	-7
O=C(Nc1ccccc1F)C1CN(S(=O)(=O)c2ccccc2)CCN1S(=O)(=O)c1ccccc1 (stereo unspecified)	-6
CCOC(=O)Cn1c(C)nc2c(C(=O)OCC)sc(C)c2c1=O	-23&-82
O=C1CCCC2=C1C(c1ccc([N+](=O)[O-])cc1)n1nc(SCc3ccccc3Cl)nc1N2 (stereo unspecified)	-5
Cc1nccn1CCc1n[nH]c(=S)n1Cc1ccccc1	0
O=C(NCc1ccccc1Cl)c1cccn2c(=O)c3cc(Cl)ccc3nc12	-21

(more compounds)
SMILES	14-3-3g Raf
COc1ccc(S(=O)(=O)n2cnc3ccccc32)cc1OC	1
Cc1ccc(NC(=O)C(Cc2ccccc2)N2C(=O)c3ccccc3C2=O)c(C)c1 (stereo unspecified)	-4
CCN(CC)CCNC(=O)C(C(=O)c1ccccc1)n1ccccc1=O (stereo unspecified)	-15
O=[N+]([O-])c1nn(-c2ccc3c(c2)OCCO3)n(O)c1=NC1CCCCCC1	-13
CCOC(=O)CC(N)c1ccccc1Cl (stereo unspecified)	-11
COc1ccc(-c2c(C#N)c(N)n3c(nc4ccccc43)c2C#N)cc1OC	-61
Cc1c(C(=O)N2CCCc3ccccc32)sc2nc(-c3ccccc3)cn12	-6
CC(C)Nc1ncnc2c1c(-c1ccccc1)cn2-c1ccc(F)cc1	-6
Cc1cccc(NCc2ccccc2O)n1	0
Cc1cc(C(=O)Nc2ccc(Br)cn2)ccc1[N+](=O)[O-]	-4
CS(=O)(=O)N(Cc1ccc(Cl)cc1)c1ccc(C(=O)N2CCCCCC2)cc1	-5
CCOC(=O)c1cc2c(=O)n3ccccc3nc2n(CC(C)C)c1=NC(=O)c1cccc([N+](=O)[O-])c1	1
Cc1ccc(C2CC(c3ccc(I)cc3)Nc3ncnn32)cc1 (stereo unspecified)	6
Cc1occc1-c1nnc(SCC(=O)NCC2CCCO2)n1C (stereo unspecified)	-2
O=C(OCc1cc2ccccc2[nH]c1=O)c1cccnc1	-1
COC(=O)c1sc2cc([N+](=O)[O-])cc(SCC(C)C)c2c1N	-57
O=C(NCc1n[nH]c(=S)n1-c1ccc(Br)cc1)c1cccs1	-9
O=C(Nc1ccc(O)cc1)C1CCCN1S(=O)(=O)c1ccc(F)cc1 (stereo unspecified)	1
CC1=C(C(N)=O)C(c2ccc(Cl)cc2Cl)n2ncnc2N1 (stereo unspecified)	-14
CCCSc1nnc2n(-c3ccccc3)c(=O)c3c(C)c(C)sc3n12	5
Cc1ccsc1C(=O)OCC(=O)c1cc(C)n(CC2CCCO2)c1C (stereo unspecified)	-9
CCOCCCNC(=O)c1cc2cc3cc(OC)ccc3nc2o1	-2
O=C1C(=O)N(CC2CCCO2)C(c2cccc(F)c2)/C1=C(\O)c1ccccc1 (stereo unspecified)	-12
COC(=O)c1ccc(N2C(=O)CC(NCc3nc4c(s3)CCCCC4)C2=O)cc1 (stereo unspecified)	3
Cc1cccc(C)c1OCC(=O)Nc1nc(-c2ccccc2)cs1	-10

Later entries.
SMILES	14-3-3g Raf
O=C(Nc1ccc(-c2nc3ccccc3o2)c(O)c1)c1ccccc1F	-13
CCc1ccc2c(COn3nnc4ccc(S(=O)(=O)N(C)C)cc43)cc(=O)oc2c1	-1
CCN(CC)c1ccc(C(NC(C)=O)NC(C)=O)cc1	-5
CCCCCn1c(CN(C)Cc2ccccc2)nc2c1c(=O)n(C)c(=O)n2C	1&-11
CCN1CCN(C(=O)c2cc3c(=O)oc4ccccc4c3s2)CC1	3
CCOC(=O)N1CCC(NC2CCCCCCC2)CC1	5
CCCn1c(=N)c(C(=O)OCC)cc2c(=O)n3cccc(C)c3nc21	-3
CCOC(=O)C1=C(C)Nc2ncnn2C1c1c[nH]c2ccccc12 (stereo unspecified)	2
CCOC(=O)c1[nH]c2ccc(OC)cc2c1NC(=O)CCN1CCc2ccccc2C1	-4
Cc1ccc(NC(=O)CC2SCCNC2=O)cc1Cl (stereo unspecified)	7
COc1ccc2nc(C)cc(Cl)c2c1	-4
Nc1c(-c2nc(-c3ccccc3)cs2)c2ccccn2c1C(=O)c1ccccc1	-10
Cn1c(SCC(=O)NCc2cccs2)nnc1-c1cccs1	1
O=C(Nc1c2c(nn1-c1ccc(Cl)cc1)CSC2)c1cccc(C(F)(F)F)c1	5
COc1cccc(C(=O)Oc2cccc(N3C(=O)CCC3=O)c2)c1	-13
CCOC(=O)C1CCN(C(=O)c2ccc(Cl)c(NC3=NC4CS(=O)(=O)CC4S3)c2)CC1 (stereo unspecified)	-5
COc1cccc(CN2CCN(CCCc3ccccc3)CC2)c1OC	2
CC(C)CNC(=O)CSc1nnc(CN2CCCCCC2=O)n1-c1ccccn1	3
COc1ccc(-n2cnc3cc(NC(=O)c4ccc(C)cc4)ccc32)cc1	-9
CCC(=O)N1CCc2cc(S(=O)(=O)N3c4ccccc4CC3C)ccc21 (stereo unspecified)	0
COc1ccc(OC)c(-c2csc(N(Cc3ccco3)C(=O)c3cccs3)n2)c1	1
Cc1ccc(CNC(=O)CCNS(=O)(=O)c2ccc3c(c2)c(=O)n(C)c(=O)n3C)cc1	-2
Cc1ccc2nc(-c3ccc(NC(=O)CN4CCN(S(=O)(=O)c5ccc(C(C)C)cc5)CC4)cc3)sc2c1	-99
O=C(CSc1ncnc2nc[nH]c12)NCCc1ccccc1	-1
CCn1c(=O)[nH]c2ccccc2c1=O	1
Cc1ccccc1-n1c(-c2ccccc2F)nc2c(cnn2-c2ccccc2)c1=O	-13
